# Source: PubChem
# D2 PAM – positively modulates the human D2 dopamine receptor allosterically; AID 485347; potentiation, % at 10 µM; actives 0.34% (n = 340,000); P14416; HEK293 T-REx D2, calcium flux, EC20 dopamine potentiation;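 active = potentiation over 3 SD above the plate norm, cut at about 30% in these data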; also: 0% is about no effect
# Target sequence (P14416 whole entry, looked up): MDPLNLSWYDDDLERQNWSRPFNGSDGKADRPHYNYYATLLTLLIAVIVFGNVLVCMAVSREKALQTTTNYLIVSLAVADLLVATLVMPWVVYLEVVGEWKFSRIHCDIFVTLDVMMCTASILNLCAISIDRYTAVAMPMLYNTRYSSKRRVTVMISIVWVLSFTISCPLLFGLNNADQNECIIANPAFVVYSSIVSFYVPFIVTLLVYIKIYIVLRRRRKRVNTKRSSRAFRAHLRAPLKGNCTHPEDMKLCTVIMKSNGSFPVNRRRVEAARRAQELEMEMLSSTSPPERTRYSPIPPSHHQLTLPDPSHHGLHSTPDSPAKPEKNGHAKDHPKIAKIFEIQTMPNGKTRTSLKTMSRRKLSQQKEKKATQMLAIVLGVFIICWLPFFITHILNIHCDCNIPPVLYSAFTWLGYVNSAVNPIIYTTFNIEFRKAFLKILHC
#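 Potentiation of an EC20 dopamine calcium response is measured in a force-coupled, tetracycline-inducible Hek293 Trex D2 line. Compound-only kinetic reads over 180 s flag agonists before dopamine addition.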
# TRHR agonist – activates the human TRH receptor; P34981; actives 0.18% (n = 360,000); TRHR cells, calcium flux fluo-8, FDSS agonist mode; activation, % at 2 µM; in the data active = activation above about 30%; also: 0% is about no effect
# Target sequence (P34981 whole entry, looked up): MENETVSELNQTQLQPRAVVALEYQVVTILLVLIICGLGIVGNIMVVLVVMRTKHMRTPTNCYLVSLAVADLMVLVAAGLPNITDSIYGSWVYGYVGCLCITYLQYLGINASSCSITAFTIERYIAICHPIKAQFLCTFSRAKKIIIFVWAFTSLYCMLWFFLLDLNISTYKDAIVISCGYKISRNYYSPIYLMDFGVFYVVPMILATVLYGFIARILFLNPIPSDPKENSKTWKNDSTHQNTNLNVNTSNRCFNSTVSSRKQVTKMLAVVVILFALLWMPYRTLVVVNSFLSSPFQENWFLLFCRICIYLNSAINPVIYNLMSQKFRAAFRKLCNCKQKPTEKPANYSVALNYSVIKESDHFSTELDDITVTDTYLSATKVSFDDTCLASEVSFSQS
#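 TRHR-expressing cells, plated overnight in medium with 10% serum, were loaded with fluo-8 calcium dye at room temperature. After a 10 s baseline, library compound was pin-added and calcium release was recorded kinetically (ex 480/em 530) as agonist response.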
# D1 antagonist – human D1 dopamine receptor antagonism; AID 504652; actives 3.2% (n = 360,000); activity change, negative = inhibition, % at 10 µM; HEK293 TREx D1 cells, calcium flux, dopamine EC80; stronger effect = lower value; in the data active = activity change below about -30%; also: % is scaled to controls: 0 for no effect and ±100 for the full control effect
#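 Allosteric or orthosteric antagonism assessed as attenuation of the calcium response to EC80 dopamine, added 180 s after compound, in induced HEK293 Trex D1 cells loaded with no-wash calcium dye.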
# RXFP1 agonist – RXFP1 (human) receptor agonism. actives 0.3% (n = 370,000). Potency, µM (doses to about 57.5 µM), without a hit: top-dose activation, hits mostly activators. HEK293T-RXFP1 cAMP TR-FRET, 30 min; response scale: percent of porcine relaxin response, buffer zero; also: potency is read from the fitted curve at half-maximal effect; % is scaled to controls: 0 for no effect and ±100 for the full control effect; nearly all actives have a fitted effect of over 60% in size; many of its hits are not listed in these tables
#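 HEK293 cells stably expressing RXFP1, treated 30 min at 37C with compounds plus PDE4 inhibitor Ro 20174; cAMP measured by HTRF TR-FRET. Normalized to buffer and 29 nM porcine relaxin; EC50 by Hill fit.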
# RXFP1 antagonist – RXFP1 (human) relaxin receptor antagonism | HEK293-RXFP1, relaxin-stimulated cAMP HTRF, 30 min; stronger effect = lower value | activity change, negative = inhibition, % at 57.5 µM | actives 0.59% (n = 350,000);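 active = activity change of -60% or lower, but not beyond a set lower limit; inconclusive = change between -60% and -40%, or beyond the set limit; inactive = change above -40%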; also: % is scaled to controls: 0 for no effect and ±100 for the full control effect
# D1 agonist – activates the human D1 dopamine receptor; actives 1% (n = 360,000); HEK293 T-REx D1 cells, calcium flux, agonist mode; P21728; AID 504660; activation, % at 2 µM; in the data active = activation above about 30%; also: 0% is about no effect
#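 Inducible HEK293 T-REx D1 cells, force-coupled to calcium signalling, were plated at 4000 cells/well with tetracycline and held overnight at 30 C. After no-wash calcium dye loading, compound-evoked calcium rise over 180 s flagged agonists.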
# D1 potentiator – potentiators of human D1 dopamine receptor; P21728; HEK293 TREx D1 cells, calcium flux, dopamine EC20 potentiation; potentiation, % at 10 µM; actives 0.036% (n = 360,000); AID 504651; in the data active = potentiation above about 30%; also: 0% is about no effect
# Anesthetic bind – binds horse apoferritin like a general anesthetic | apoferritin/1-aminoanthracene competitive binding, fluorescence | Potency, µM (highest dose often 77.5 µM), for the others: at the top dose activity change, negative = displacement, most hits filed as inhibitors | actives 0.074% (n = 350,000) | P02791; also: potency is read from the fitted curve at half-maximal effect; % is scaled to controls: 0 for no effect and ±100 for the full control effect; nearly all actives have a fitted effect of over 20% in size
# Target sequence (P02791 2-175 limits assumed): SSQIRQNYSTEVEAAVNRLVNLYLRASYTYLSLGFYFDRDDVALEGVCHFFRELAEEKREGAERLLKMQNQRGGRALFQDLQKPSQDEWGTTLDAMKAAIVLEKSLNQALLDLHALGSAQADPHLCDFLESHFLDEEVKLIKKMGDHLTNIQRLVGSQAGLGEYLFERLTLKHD
#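 Probe: 1-aminoanthracene (50% saturated, PBS). Protein: horse-spleen apoferritin, 10 uM. Incubation: 10 min, room temperature. Detection: 380 nm excitation, 535 nm emission. Analysis: normalized response, four-parameter Hill.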
# TRHR enhancer – allosterically enhances the human TRH receptor | TRHR cells, fluo-8 calcium fluorescence, EC20 TRH enhancement | actives 0.66% (n = 360,000) | enhancement, % at 2 µM | AID 493056; in the data active = enhancement above about 30%; also: 0% is about no effect
#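 Enhancer read-out: after compound pinning and an initial kinetic agonist-mode read, an EC20 of TRH (10 nM final) was injected and fluo-8 calcium signal (Ex 480/Em 530) followed at 1 s/cycle for 100 cycles in TRHR-expressing cells.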
# * hit, by the source's call; ? = inconclusive; / = no result given; [ ] = dose if it differs, or a comment. Unless noted, calls follow the shape of the dose curve; as a rule, active = well fitted curve in the direction sought with a large enough effect; inconclusive = small, poorly fitted or top-dose-only effect, or another doubt; inactive = no such curve, though single readings can be large; an effect the other way counts as inactive or inconclusive. These rows are one share of the data; count on the stated rates, not on these rows.
Structure	D2 PAM	TRHR agonist	D1 antagonist	RXFP1 agonist	RXFP1 antagonist	D1 agonist	D1 potentiator	Anesthetic bind	TRHR enhancer
O=C(CN1CCCC1)Nc1c2c(cc3c1CCC3)CCC2	-17	0.1	9	0.6%	3	10	7	-9%	0
C#CCNC(=O)C1=C[C@H](c2coc3ccccc3c2=O)[C@@H](CCCO)[C@H](OCC)O1	-6	-0.2	15	6.1%	/	1	-1	-8%	-2
CC(CNC(=O)c1ccco1)NC(=O)c1ccco1 (stereo not given)	11	0.2	3	-4.0%	-1	2	2	7%	-5
Cc1nc(=O)c(-c2ccccc2)c(C)n1-c1ccc(S(N)(=O)=O)cc1	-2	-0.2	4	0.9%	8	2	3	35%[activator]	0
COc1ccc(C(=O)COC(=O)/C=C/c2ccc(S(=O)(=O)Nc3cccc(S(N)(=O)=O)c3)cc2)cc1	-15	0.0	-9	0.5%	4	8	-4	?	-1
COc1ccc(/C=N/NC(=O)c2ccncc2)cc1[N+](=O)[O-]	10	3.1	-18	2.8%	-5	3	-10	-6%	-1
O=C1CN(C(=O)Cc2ccc(F)cc2)C(c2ccccc2)c2cc(Br)ccc2N1 (stereo not given)	-6	1.0	27	-0.1%	-4	11	3	-4%	-2
O=c1cc(CSc2nc3cc(Cl)ccc3o2)nc2sccn12	14	-0.1	-8	6.4%	0	6	-6	-8%	5

# (continued)
Structure	D2 PAM	TRHR agonist	D1 antagonist	RXFP1 agonist	RXFP1 antagonist	D1 agonist	D1 potentiator	Anesthetic bind	TRHR enhancer
Cc1cc(C)c(C)c(S(=O)(=O)NCc2cccnc2)c1C	-8	0.2	-3	-0.1%	5	6	-1	7%	0
CC1(C)C=C2[C@H]3CC[C@@H]4[C@@]5(C)CCC(=O)C(C)(C)[C@@H]5CC[C@@]4(C)[C@]3(C)CC[C@@]2(C(=O)O)CC1	/	-0.5	25	-0.5%	/	-1	5	-1%	10
CCCCCCCCCCC[N+](C)(C)CC/C=C1/c2ccccc2Sc2ccc(Cl)cc21	-20	2.5	-8	0.2%	-13	48*	-9	?	1
COc1cc2[nH]c(=O)n(CCC(=O)N3CCN(c4cccc(C)c4C)CC3)c(=O)c2cc1OC	-1	-1.0	-6	0.7%	-2	2	-5	-13%	16
O=C(CC(=O)Nc1ccccn1)Nc1ccccn1	8	0.3	2	0.9%	3	1	7	-7%	5
O=C(O)CCC(=O)N1CCc2cc(S(=O)(=O)NCc3ccc(F)cc3)ccc21	2	-0.1	1	0.1%	/	2	-4	2%	2
COc1cccc(N2CCN(C(=O)C3CCC(CNS(=O)(=O)c4ccc(Br)s4)CC3)CC2)c1 (stereo not given)	5	0.5	1	0.9%	-6	2	-4	-8%	-1
COc1ccc(OC)c(NC(=O)CNC(c2ccccc2)c2ccccc2)c1	4	0.7	-4	2.4%	6	2	7	-5%	-8

# Grouped by structure, those above containing nitrogen in an aromatic ring (six)
Structure	D2 PAM	TRHR agonist	D1 antagonist	RXFP1 agonist	RXFP1 antagonist	D1 agonist	D1 potentiator	Anesthetic bind	TRHR enhancer
Cc1nc(=O)c(-c2ccccc2)c(C)n1-c1ccc(S(N)(=O)=O)cc1	-2	-0.2	4	0.9%	8	2	3	35%[activator]	0
COc1ccc(/C=N/NC(=O)c2ccncc2)cc1[N+](=O)[O-]	10	3.1	-18	2.8%	-5	3	-10	-6%	-1
O=c1cc(CSc2nc3cc(Cl)ccc3o2)nc2sccn12	14	-0.1	-8	6.4%	0	6	-6	-8%	5
Cc1cc(C)c(C)c(S(=O)(=O)NCc2cccnc2)c1C	-8	0.2	-3	-0.1%	5	6	-1	7%	0
COc1cc2[nH]c(=O)n(CCC(=O)N3CCN(c4cccc(C)c4C)CC3)c(=O)c2cc1OC	-1	-1.0	-6	0.7%	-2	2	-5	-13%	16
O=C(CC(=O)Nc1ccccn1)Nc1ccccn1	8	0.3	2	0.9%	3	1	7	-7%	5

# Carrying on.
Structure	D2 PAM	TRHR agonist	D1 antagonist	RXFP1 agonist	RXFP1 antagonist	D1 agonist	D1 potentiator	Anesthetic bind	TRHR enhancer
CN=C1CC(C)(C)CC(=O)/C1=C(/O)CCCN1C(=O)c2ccccc2C1=O	-10	0.5	-1	-1.0%	-2	1	-3	-6%	0
Cc1cc(C)c(NC(=O)c2sc3nc(C)cc(C)c3c2N)c(C)c1	/	-1.6	-15	6.9%	/	1	-4	99%[activator]	16
CCOc1ccc(CN(C)C(=O)NNC(=O)c2ccc(C)cc2)cc1OC	-13	-0.1	8	-2.0%	3	-4	11	6%	-2
Cn1c(C(=O)N2CCCC(C(=O)O)C2)cc2sccc21 (stereo not given)	0	-0.5	-8	4.6%	2	1	-8	-8%	-4
CCCCN(C(=O)c1ccc(NC2CC2)c([N+](=O)[O-])c1)c1c(N)n(CC(C)C)c(=O)[nH]c1=O	-4	0.2	-8	-0.4%	2	2	-7	/	-6
COc1ccc(C2=NC(c3ccccc3)=Nc3ccc(C)cc3N2)cc1	-4	-1.0	-16	-4.0%	-3	0	-1	-5%	-1
O=C(NC1CCCC1)c1cccc(NC(=O)c2ccco2)c1	2	-0.4	-1	-0.1%	-11	3	-4	-9%	5
COc1ccc(/C=C(/C#N)C(=O)Nc2cccc(C)c2C)cc1C(=O)O	3	0.0	11	0.4%	-13	3	-4	-2%	15

# Next entries follow:
Structure	D2 PAM	TRHR agonist	D1 antagonist	RXFP1 agonist	RXFP1 antagonist	D1 agonist	D1 potentiator	Anesthetic bind	TRHR enhancer
CCOc1ccc(C2c3c(oc4ccccc4c3=O)C(=O)N2c2nnc(C)s2)cc1OC (stereo not given)	-11	0.5	-14	0.9%	-1	0	-6	?	0
Cc1cc(NC(=O)c2cccc([N+](=O)[O-])c2)no1	-6	0.4	-3	2.8%	-5	3	-4	11%	-4
COc1ccc(S(=O)(=O)N2CCOCC2)cc1NC(=O)c1ccccc1C	2	-0.5	-8	0.6%	10	1	-4	-3%	-5
Cc1cc(-c2ccc(C)c(S(=O)(=O)N3CCN(c4cccc(C(F)(F)F)c4)CC3)c2)on1	-1	1.1	-1	-0.7%	-14	4	-4	50%[activator]	2
COC(=O)Nc1ccc(S(=O)(=O)N2CCCC(C(=O)N3CCCCC3)C2)cc1 (stereo not given)	4	0.1	4	-0.6%	-7	3	-2	-6%	0
COc1ccc(NC(=O)c2cc(-c3ccccc3Cl)on2)cc1OC	-10	-0.3	1	1.4%	-17	9	4	-12%	-9
COc1ccc(NC(=O)C2Cc3ccccc3CN2C(=O)c2ccccc2)cn1 (stereo not given)	-5	0.5	7	-0.1%	8	0	-7	-11%	-3
Nc1c(C(=O)c2ccc(Cl)cc2)sc2c1c(=O)[nH]c(=O)n2-c1ccccc1	7	-0.4	13	2.5%	-15	2	0	-3%	5

# (next part)
Structure	D2 PAM	TRHR agonist	D1 antagonist	RXFP1 agonist	RXFP1 antagonist	D1 agonist	D1 potentiator	Anesthetic bind	TRHR enhancer
CCO[C@H]1OC(C(=O)NC2CC2)=C[C@@H](C2CC2)[C@@H]1CCCO	13	-0.3	-13	0.4%	/	2	-3	-5%	-4
Cc1cc(C)c(C#N)c(SCC(=O)N(C)C2CCCCC2)n1	-3	0.1	-9	3.0%	-3	1	2	?	-5
Cc1cccc(-n2c(SCC(N)=O)nc3c(oc4ccccc43)c2=O)c1	9	-0.2	-16	0.2%	/	-1	3	-8%	8
O=c1c2c(ncn1CCO)nc1n2CCC1	9	-0.6	-1	7.9%	-14	1	-1	5%	8
O=C(CCC(=O)OCc1ccc(Br)cc1)Nc1ccccc1	-3	-0.5	-17	0.7%	-2	1	0	-15%	2
CCOC(=O)c1sc(NC(=O)c2c(OC)cccc2OC)nc1C	2	-0.1	-9	0.3%	2	0	2	6%	-10
Cc1c(C(=O)NCc2ccc3c(c2)OCO3)cccc1[N+](=O)[O-]	6	0.7	6	0.6%	-1	3	-4	-2%	2
CCc1nn(C(C)C(=O)Nc2cccc(C)c2C)c(=O)c2cc3occc3n12 (stereo not given)	5	-0.6	2	3.9%	-14	5	-2	?	5

# (more compounds)
Structure	D2 PAM	TRHR agonist	D1 antagonist	RXFP1 agonist	RXFP1 antagonist	D1 agonist	D1 potentiator	Anesthetic bind	TRHR enhancer
CCC(C(=O)Nc1cc(C)ccc1C)n1c(=O)c(C(F)(F)F)nc2ccccc21 (stereo not given)	-3	-0.2	8	0.4%	/	1	-1	-4%	7
O=C(Cn1c(=O)n(CC(=O)N2CCCCC2)c(=O)c2sccc21)NCc1ccccc1	2	0.0	2	1.0%	0	1	-3	-10%	-4
Nc1c(-c2ccccc2)cnc2cc(-c3ccccc3)nn12	-8	-0.4	2	9.2%	-6	0	-2	-1%	12
O=C(CCNC(=O)c1ccc([N+](=O)[O-])cc1)Nc1ccccc1N1CCOCC1	0	0.2	36	2.8%	0	1	7	-7%	1
O=C(NCCc1ccccc1)C(=O)NCC1OCCN1S(=O)(=O)c1ccc(F)cc1 (stereo not given)	6	-0.6	14	0.5%	-3	1	-8	?	5
O=C(NCC(=O)N1CC(O)CC1C(=O)N1CC(O)CC1C(=O)OCc1ccccc1)OCc1ccccc1 (stereo not given)	4	0.5	-19	-1.7%	0	3	-5	0%	-4
COc1ccc(OCc2n(CC(=O)OC3CC(C)CCC3C(C)C)c3ccccc3[n+]2C)cc1 (stereo not given)	/	1.5	20	1.9%	?	34*	-10	?	-4
O=C1Nc2ccccc2N(O)N1c1cc(-c2ccccc2Cl)no1	-1	0.3	0	-0.1%	7	2	1	-3%	2

# The list goes on:
Structure	D2 PAM	TRHR agonist	D1 antagonist	RXFP1 agonist	RXFP1 antagonist	D1 agonist	D1 potentiator	Anesthetic bind	TRHR enhancer
O=C(NC(=S)Nc1ccccc1N1CCCC1)c1ccco1	5	-0.4	0	-4.6%	-38	4	2	-4%	2
Cc1ccc(NC(=O)CSc2nc3ccccc3c(=O)n2CCCC(=O)N2CCCC2)cc1	21	-1.6	1	0.9%	-10	1	17	-11%	16
CCC(C(=O)NCc1ccccc1Cl)n1nc(C)c2sc3ccccc3c2c1=O (stereo not given)	4	-0.6	5	?	-4	4	7	70%[activator]	0
Cc1nc(N/N=C\c2ccc3c(c2)OCO3)sc1C	/	0.9	3	-0.2%	-7	1	5	7%	-1
